Screening data as filed in PubChem BioAssay.
RGS4 pot – RGS4 potentiators or activators, primary screen, cell-based, HEK293 M3R inducible RGS4, calcium flux. carbachol calcium flux Fluo4; hits give low values. 310,000 compounds, 0.92% hits. B-score at 10 µM;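 active = B-score of the integrated calcium signal more than 4 SD below the library mean, with starting fluorescence not abnormally high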;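 also: negative B-score means reduced calcium response which marks RGS4 activation or potentiation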
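Also added: carbachol at ECmax as muscarinic agonist stimulus; Assay system: HEK293 cells with stable M3R and inducible RGS4; Timing: overnight RGS4 induction, 30 min dye load 37 °C, 20 min compound RT; Measured by: Fluo4-AM (2 µM) calcium-flux fluorescence, kinetic read.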
KCNK3 block – human KCNK3 channel inhibitors, primary screen, CHO cells, FluxOR thallium flux, B-score | Potassium channel subfamily K member 3 (Homo sapiens), O14649 | FluxOR fluorescence; hits give low values | B-score at 10 µM | 340,000 compounds, 0.84% hits | AID 602410, 2012;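 active = B-score under library mean minus 4 SD, starting fluorescence ratio at most library mean plus 5 SD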;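 also: more negative B-score means stronger inhibition of thallium flux through KCNK3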
RGS4 block – RGS4 inhibitors, primary screen, cell-based, HEK293 M3R inducible RGS4, calcium flux. 310,000 compounds, 0.45% hits. B-score at 10 µM. Fluo-4 calcium flux; hits give high values; triggered by carbachol at its EC20. AID 463165, 2010. Regulator of G-protein signaling 4 (Homo sapiens), P49798;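 active = B-score, a plate-corrected calcium signal, over three deviations above library mean, with baseline fluorescence within five deviations of library mean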;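 also: RGS4 expression induced by doxycycline in cells with stable M3 receptor; B-score is computed from the integrated fluorescence ratio over baseline after carbachol; higher B-score means a larger calcium signal and so more RGS4 inhibition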
HDAC3 inh – HDAC3 deacetylase inhibitors, primary screen, biochemical, fluorescence, cell-free homogeneous | recombinant HDAC3, fluorogenic peptide/trypsin coupled | inhibition, % at 8.3 µM | 320,000 compounds, 0.15% hits; in the data active = inhibition above about 26%, passing the limit was not always enough
SKKanGAS inh – S. pyogenes SKKanGAS growth inhibitors in kanamycin, primary screen, streptokinase expression inhibitor project, SKKanGAS strain, BacTiter-Glo luminescence. 6 h. inhibition, % at 7.5 µM. 300,000 compounds, 1.3% hits. AID 1662, 2009;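 active = mean replicate score, as percent of positive control median, at least 50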;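 also: strain carries kanamycin resistance gene driven by streptokinase promoter and grows in 40 µg/ml kanamycin; loss of luminescence reflects streptokinase promoter inhibition or plain growth inhibition; 0% = median of DMSO wells and 100% = positive control at its reference dose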
KCNQ1 act – potentiators or activators of KCNQ1 channel, primary screen, cell-based, thallium flux, high-throughput; Potassium voltage-gated channel subfamily KQT member 1 (Homo sapiens), P51787; CHO-K1 KCNQ1, thallium flux FluxOR fluorescence; hits give high values; B-score at 10 µM; 310,000 compounds, 0.35% hits; AID 2648, 2010;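 active = fluorescence ratio B-score, a plate-corrected score, at least three library SD, with initial intensity B-score within 5 SD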
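Medium – assay buffer, equal DMSO in all wells · Material – CHO-K1 cell line with stable KCNQ1 potassium channel expression · Signal – kinetic FluxOR thallium fluorescence, 10-s 1-Hz baseline, 110-s post-stimulus read · Compound – single concentration per compound, DMSO matched to controls · Schedule – 37 °C overnight plating, 90-min dark dye load, 20-min compound pretreatment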
hERG rescue – hERG rescue from dofetilide block, primary screen, cell-based, CHO-hERG, FluxOR thallium flux, dofetilide IC70. Voltage-gated inwardly rectifying potassium channel KCNH2 (Homo sapiens), Q12809. dofetilide IC70 present. activation (rescue from dofetilide block), less the hit threshold, % at 10 µM. 310,000 compounds, 0.51% hits;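 active = activation above the mean of controls blocked by dofetilide plus 5 SD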;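 also: thallium influx through hERG after potassium depolarization seen as dye fluorescence rise; in these data hits start at about 4.7%; inactives centre near -7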
ANO1 block – TMEM16A chloride channel inhibitors, primary screen, cell-based, HTS; Anoctamin-1 (Mus musculus), Q8BHY3; HEK293 TMEM16A/YFP iodide influx fluorescence, ionomycin; normalized B-score (activity score, 25-100; higher = stronger inhibition) at 10 µM; 310,000 compounds, 1.2% hits;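 active = ratio plate-corrected score three or more library SD toward inhibition, starting fluorescence score within five deviations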;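 also: score derived from kinetic fluorescence span divided by baseline fluorescence per well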
Target sequence (Q8BHY3 whole entry, looked up): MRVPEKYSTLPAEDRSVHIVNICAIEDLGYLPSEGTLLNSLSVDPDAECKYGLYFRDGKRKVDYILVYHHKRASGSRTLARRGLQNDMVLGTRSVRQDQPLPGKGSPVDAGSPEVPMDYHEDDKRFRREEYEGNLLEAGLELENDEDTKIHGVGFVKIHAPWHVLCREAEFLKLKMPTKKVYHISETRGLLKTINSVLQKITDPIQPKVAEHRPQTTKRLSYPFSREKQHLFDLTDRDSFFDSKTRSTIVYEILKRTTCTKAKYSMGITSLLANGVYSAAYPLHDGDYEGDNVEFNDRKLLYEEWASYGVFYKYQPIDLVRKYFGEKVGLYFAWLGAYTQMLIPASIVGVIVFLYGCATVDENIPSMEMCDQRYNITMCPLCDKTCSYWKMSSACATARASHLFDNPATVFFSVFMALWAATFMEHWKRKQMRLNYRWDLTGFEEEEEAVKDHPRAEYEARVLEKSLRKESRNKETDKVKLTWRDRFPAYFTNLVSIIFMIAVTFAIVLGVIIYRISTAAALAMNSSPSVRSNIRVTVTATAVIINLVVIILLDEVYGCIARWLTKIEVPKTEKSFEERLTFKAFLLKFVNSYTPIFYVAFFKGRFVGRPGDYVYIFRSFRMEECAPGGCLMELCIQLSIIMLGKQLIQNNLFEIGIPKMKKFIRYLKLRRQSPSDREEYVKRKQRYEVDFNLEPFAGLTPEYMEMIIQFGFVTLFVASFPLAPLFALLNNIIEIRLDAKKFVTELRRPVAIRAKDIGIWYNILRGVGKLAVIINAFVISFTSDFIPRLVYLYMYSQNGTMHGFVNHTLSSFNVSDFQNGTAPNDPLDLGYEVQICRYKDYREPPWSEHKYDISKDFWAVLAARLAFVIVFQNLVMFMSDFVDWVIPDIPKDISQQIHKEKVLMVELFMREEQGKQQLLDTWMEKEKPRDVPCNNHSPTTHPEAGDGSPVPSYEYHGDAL
KCNQ1 inh – inhibitors of human KCNQ1 channel, primary screen, cell-based, thallium flux, high-throughput; Potassium voltage-gated channel subfamily KQT member 1 (Homo sapiens), P51787; CHO-K1 KCNQ1, FluxOR thallium flux fluorescence; hits give high values; B-score at 10 µM; 310,000 compounds, 1.3% hits; AID 2642, 2010;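 active = compounds whose thallium flux B-score, printed positive for inhibition, exceeds three library SD while starting fluorescence stays within three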;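 also: channel opened by potassium depolarization with thallium stimulus after 20 min compound exposure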
KCNK9 block – KCNK9 potassium channel inhibitors, primary screen, HEK293 cells, thallium flux; FluxOR thallium flux fluorescence; hits give low values; Potassium channel subfamily K member 9 (Homo sapiens), Q9NPC2; AID 488922, 2010; 310,000 compounds, 1.2% hits; B-score at 10 µM;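 active = ratio B-score over 3 SD below the library mean, with starting fluorescence within 5 SD of its mean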;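 also: negative B-score means less thallium flux so channel inhibition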
ANO1 activ – TMEM16A chloride channel activators or potentiators, primary screen, cell-based, HTS; 340,000 compounds, 0.3% hits; Anoctamin-1 (Mus musculus), Q8BHY3; HEK293 TMEM16A/YFP-H148Q/I152L, iodide quench fluorescence; hits give low values; B-score at 10 µM;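 active = fluorescence-ratio B-score plate-corrected deviation score at least 3 library SD below zero, with starting fluorescence score within 5 deviations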;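 also: channel opened by trigger with iodide after compound preincubation; score built on the fluorescence ratio of max minus min over baseline; more negative score means more quench and so TMEM16A activation or potentiation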
Numbers without * were called inactive; i = inactive; / = not tested or not shown.

Below each compound: KCNQ1 inh | SKKanGAS inh | KCNK3 block | HDAC3 inh | KCNQ1 act | KCNK9 block | hERG rescue | RGS4 block | RGS4 pot | ANO1 block | ANO1 activ
> COc1ccc(-c2csc(NS(=O)(=O)c3ccc([N+](=O)[O-])cc3)n2)cc1
→ i | 11 | i | 7 | i | i | -7 | i | i | i | i
> CC(=O)Nc1ccccc1NC(=O)C/C(C)=N/NC(=O)C(=O)N1CCCCC1
→ i | -5 | i | 2 | i | i | -6 | i | i | i | i
> COCCN(C(=O)CSc1n[nH]c(-c2ccc(OC)cc2)n1)c1c(N)n(Cc2ccccc2)c(=O)[nH]c1=O
→ i | -2 | i | 14 | i | i | -4 | i | i | i | i
> COc1ccc([N+](=O)[O-])c(OC)c1C(=O)NC(=O)Nc1c(F)c(F)c(F)c(F)c1F
→ i | 1 | i | -8 | i | i | -6 | i | i | i | i
> CC1CCCC(C)N1C(=O)COc1ccc(F)cc1 (stereo not drawn)
→ i | -1 | i | 3 | i | i | -7 | i | i | i | i
> COc1ccc(CNC[C@@H](CCCCN(C)Cc2ccc(OC)cc2)N2C[C@H](c3ccccc3)N(CCc3ccc(Cl)c(Cl)c3)C(=O)C2=O)cc1
→ i | 13 | i | 4 | i | i | -29 | i | -8.2* | i | i
> CCOc1cc(OCC)cc(C(=O)Nc2cccc(C(C)=O)c2)c1
→ i | -3 | i | 0 | i | i | -7 | i | i | i | i
> CN(C)CCCC1Sc2ccccc2Sc2ccccc21 (stereo not drawn)
→ i | -4 | i | 7 | i | i | -7 | i | i | i | i
> Cc1c(C(=O)Nc2ccccc2)sc2nc(-c3ccccc3)cn12
→ i | 5 | i | -7 | i | i | -16 | i | i | i | i
> CC1Cc2nc(SCC(=O)NCC3CCCO3)n(C)c(=O)c2S1 (stereo not drawn)
→ i | 2 | i | 1 | i | i | -3 | i | i | i | i
> O=C(N1CCOCC1)N(CCN1CCOCC1)Cc1cccc2ccccc12
→ i | -7 | i | -2 | i | i | -6 | i | i | i | i
> CN1C(=O)c2cccc3c(S(=O)(=O)NCCc4ccccc4)ccc1c23
→ i | 7 | i | -14 | i | i | -6 | i | i | i | i
> COc1ccc(OC)c(/C=N/NC(=O)CCc2ccc(O)c(O)c2)c1
→ i | 1 | i | -28 | i | i | -9 | i | i | i | i
> CC(C)(C)C(=O)CSc1ncnc2sc3c(c12)CCC3
→ i | 2 | i | -1 | i | i | -5 | i | i | i | i
> Cc1nn(C2CCS(=O)(=O)C2)c(Cl)c1/C=C/C(=O)OCC(=O)N(C)C (stereo not drawn)
→ i | -3 | i | 4 | i | i | -10 | i | i | i | i
> C=CCn1c(SCC(=O)NC2CCS(=O)(=O)C2)nnc1-c1cc2c(s1)CCC(CC)C2 (stereo not drawn)
→ i | -3 | i | 1 | i | i | -13 | i | i | i | i
> CCc1cccc2c(C(=O)CSc3nncn3-c3ccc(OC)cc3)c[nH]c12
→ i | 5 | i | 10 | i | i | 4 | i | i | i | i
> NS(=O)(=O)c1ccc(NC(=O)C2CCCN(S(=O)(=O)c3ccc(F)cc3)C2)cc1 (stereo not drawn)
→ i | 3 | i | 3 | i | i | -4 | i | i | i | i
> Cc1ccc(NC(=O)C(C)OC(=O)Cc2c[nH]c3ccccc23)cc1S(=O)(=O)N1CCOCC1 (stereo not drawn)
→ i | 9 | i | 9 | i | i | -11 | i | i | i | i
> CSc1nc2nc3c(c(=O)n2[nH]1)CCCC3
→ i | 1 | i | -2 | i | i | -4 | i | i | i | i
> COc1ccc(OC)c(NC(=O)c2ccc3c(c2)C(=O)N(c2ccc(OC(C)=O)cc2)C3=O)c1
→ i | -2 | i | 1 | i | i | -2 | i | i | i | /
> CC1Cc2cc(/C(O)=C3/C(=O)C(=O)N(CCCN(C)C)C3c3ccncc3)ccc2O1 (stereo not drawn)
→ i | -10 | i | / | i | i | -11 | i | i | / | i
> Cc1ccc(OCCNC(=O)/C=C/c2ccccc2)cc1C
→ i | -10 | i | 0 | i | i | -7 | i | i | i | i
> C=CCn1c(SCc2cc(=O)n3ccsc3n2)nc2ccccc2c1=O
→ i | 5 | i | 3 | i | i | -17 | i | i | i | i
> COc1ccc(C(=O)C[n+]2cccc3cc(OC)ccc32)cc1
→ i | -4 | i | -3 | i | i | -11 | i | i | i | i
> CCC12CN(C(=O)c3ccc(OC)cc3)CC(CC)(CN(C(=O)c3ccc(OC)cc3)C1)C2=O
→ i | 2 | i | -1 | i | i | -11 | i | i | i | i
> CCCCc1cc(=O)oc2cc(C)cc(OCC(=O)NCc3ccncc3)c12
→ i | 0 | i | -6 | i | i | -25 | i | i | i | i
> COc1ccccc1N1CCN(C(c2ccc(N(C)C)cc2)c2nnnn2CCc2ccccc2)CC1 (stereo not drawn)
→ i | 8 | i | 11 | i | i | -6 | i | i | i | i
> CCOc1ccc(NC(=S)N(CCc2c(C)[nH]c3ccc(C)cc23)Cc2cccnc2)cc1
→ i | 8 | -9.9* | 2 | i | i | -8 | i | i | i | i
> Cc1c(NC(=O)C(C)OC(=O)c2cccc(S(=O)(=O)N3CCOCC3)c2)c(=O)n(-c2ccccc2)n1C (stereo not drawn)
→ i | 6 | / | 3 | i | i | -3 | i | i | i | /
> COc1ccc(-n2c(SCC(=O)Nc3cccc4ccccc34)nc(O)cc2=O)cc1
→ i | 32 | i | -1 | i | i | -8 | i | i | i | i
> Oc1c(Br)cc(/C=N/n2c(-c3ccccc3)n[nH]c2=S)cc1Br
→ i | 14 | i | 0 | i | i | 0 | i | i | i | i
> C=CCn1c(SCC(=O)N2CCOCC2)nc2c([nH]c3ccccc32)c1=O
→ i | 12 | i | 11 | i | i | -8 | i | i | i | i
> CCCN1C(=O)NC2(O)C(=O)c3ccccc3C12O (stereo not drawn)
→ i | -3 | i | 1 | i | i | -7 | i | i | i | i
> CCc1ccc2nc(SCC(=O)Nc3ccccc3N3CCOCC3)c(C#N)cc2c1
→ i | 0 | i | / | i | i | -15 | i | i | i | i
> CCOC(=O)CSC1=C(C#N)C(c2ccccc2OC)CC(=O)N1 (stereo not drawn)
→ i | -4 | i | -1 | i | i | -9 | i | i | i | i
> COc1ccccc1N1CCN(S(=O)(=O)CCNC(=O)C2CCCC2)CC1
→ i | 12 | i | -8 | i | i | -8 | i | i | i | i
> COCCNc1nnc(SCC(=O)Nc2sc3c(c2C(=O)c2ccccc2)CCCC3)s1
→ i | 6 | i | 8 | i | i | -4 | i | i | i | i
> Oc1ccc(C(c2nnnn2CCc2ccccc2)N2CCN(c3nc4ccccc4s3)CC2)cc1 (stereo not drawn)
→ i | 22 | i | 4 | i | i | -17 | i | i | i | i
> Cc1csc(NC(=O)CSc2nc(=O)cc(N)n2-c2ccc(F)cc2)n1
→ i | -3 | i | -2 | i | i | -8 | i | i | i | i
> O=S(=O)(c1ccc(OCC2CO2)cc1)c1ccc(OCC2CO2)cc1 (stereo not drawn)
→ i | 9 | i | 1 | i | i | -14 | i | i | i | i
> CC(NS(=O)(=O)OCC(Cl)(Cl)Cl)c1ccc(Br)cc1 (stereo not drawn)
→ 7* | 6 | i | -1 | i | i | -20 | i | i | i | i
> O=C(NCc1cccc(F)c1F)C1CCC(=O)N(C2CC2)C1 (stereo not drawn)
→ i | 0 | i | / | i | i | -9 | i | i | i | i
> OCCN(Cc1ccccc1)CC(O)COc1ccc2c(c1)OCO2 (stereo not drawn)
→ i | 3 | i | -5 | i | i | -10 | i | i | i | i
> Cc1ccc(NC(=O)CSc2nnc(COc3ccccc3C)o2)cc1
→ i | -10 | i | 0 | i | i | -13 | i | i | i | i
> Cc1ccc(C(=O)c2cc([N+](=O)[O-])ccc2N2CCOCC2)c(C)c1
→ i | 4 | i | / | i | i | -13 | i | i | i | i
> CC(C)NC(=O)c1ccccc1NC(=O)CN(c1ccc2c(c1)OCO2)S(C)(=O)=O
→ i | -1 | i | 8 | i | i | -3 | i | i | i | i
> Cc1cccc(N(CC(=O)NC(C)C)C(=O)c2ccc(N3CCCC3)nc2)c1
→ i | 1 | i | -3 | i | i | -9 | i | i | i | i
> Cc1c(C(=O)Nc2ccc(Oc3ccccc3)cc2)sc2nc3n(c(=O)c12)CCC3
→ i | 56* | i | 10 | i | i | -20 | i | i | 100* | i
> Fc1ccc(OCCOCCOc2cccc3[nH]ccc23)cc1
→ i | -5 | i | -6 | i | i | -24 | i | i | i | i

Following part
Below each compound: KCNQ1 inh | SKKanGAS inh | KCNK3 block | HDAC3 inh | KCNQ1 act | KCNK9 block | hERG rescue | RGS4 block | RGS4 pot | ANO1 block | ANO1 activ
> COc1ccc(-n2nnnc2SCC(=O)N2CCOCC2)cc1
→ i | 0 | i | -1 | i | i | -9 | i | i | i | i
> C1COCCNCCOCCOCCN1
→ i | -4 | i | 1 | i | i | -5 | i | i | i | i
> CSc1ccc2c(c1)C(N1CCN(C)CC1)Cc1ccc(F)cc1S2 (stereo not drawn)
→ i | 21 | i | 7 | i | i | -34 | i | -11* | i | i
> COc1c(-c2ccc(O)c(O)c2)oc2cc(O)cc(O)c2c1=O
→ i | 10 | i | 3 | i | i | -20 | i | i | i | i
> COC(=O)c1cc(NC(=O)c2cccs2)ccc1N1CCOCC1
→ i | -6 | i | 5 | i | i | -22 | i | i | i | i
> Cc1[nH]c(=S)[nH]c(=O)c1Cc1ccc(OCC(C)C)cc1
→ i | 7 | i | -1 | i | i | -8 | i | i | i | i
> CC(C)(C)c1ccc(C(=O)NCCCN2CCN(CCCNC(=O)c3ccc(C(C)(C)C)cc3)CC2)cc1
→ i | 8 | i | 19 | i | i | -26 | i | i | i | i
